Screening data deposited in PubChem BioAssay by several laboratories.
SR-BI uptake up = SR-BI HDL lipid transfer activation; CHO ldlA[mSR-BI] cells, DiI-HDL uptake fluorescence, 3 h; 100 = double the neutral-control signal; activation, % at 12.5 µM; 320,000 compounds, 0.096% hits;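 active = mean replicate activation of at least 60% and every replicate at or above 60%; inconclusive = mean or all-replicate condition met, but not both; inactive = mean below 60% and not all replicates reaching 60%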;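 note: 0% = median plate neutral-control signal and 100% = twice that signal; values of inactives mirror those of a sister screen read the other way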
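Test system: SR-BI-overexpressing, LDLR-lacking CHO cells; Also added: labelled HDL, 10 µg/mL; Measured by: bottom-read cell fluorescence after medium removal, ex 550/em 595 nm; Timing: 3 h uptake period with compound, 37 °C; Buffer or medium: F12, 0.5% BSA, 25 mM HEPES; Doses: single compound concentration, delivered by pin transfer.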
cardiac RTF act = cardiac RTF calcium sensitization; 340,000 compounds, 0.24% hits; P19429+P45379; activation, % at 7.2 µM; IANBD-labeled TnC RTF fluorescence at EC20 calcium; 0% EC20 calcium, 100% full calcium; AID 493008;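 active = activation above the mean over all tested compounds plus 3 SD, cut at about 30% in these data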;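 note: rise in fluorescence read as greater calcium sensitivity of cardiac thin filaments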
dFosB activator = mouse delta FosB homodimer activation | P13346 | purified delta FosB, TAMRA-CDK5 oligo fluorescence polarization; percent of positive-control signal above neutral wells | activation, % at 25 µM | 340,000 compounds, 0.99% hits;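 active = mean activation above about 17%, with every replicate also reaching it, limit read from the data, passing the limit was not always enough; inconclusive = only one of the two conditions met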;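 note: fluorescence polarization rise as delta FosB binds a TAMRA Cdk5 AP-1 oligo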
SR-BI HDL uptake = blocks mouse SR-BI lipid uptake from DiI-HDL; Q61009; ldlA[mSR-BI] CHO cells, DiI-HDL uptake fluorescence, 3 h; inhibition, % at 12.5 µM; 320,000 compounds, 0.96% hits;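 active = mean replicate inhibition of at least 70% and a set share of replicates each scoring 70 or more; inconclusive = meets just one of the two criteria; inactive = fails both criteria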;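 note: 0% = median of neutral control wells and 100% = median of positive control wells; values of inactives mirror those of a sister screen read the other way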
Target sequence (Q61009 whole entry, looked up): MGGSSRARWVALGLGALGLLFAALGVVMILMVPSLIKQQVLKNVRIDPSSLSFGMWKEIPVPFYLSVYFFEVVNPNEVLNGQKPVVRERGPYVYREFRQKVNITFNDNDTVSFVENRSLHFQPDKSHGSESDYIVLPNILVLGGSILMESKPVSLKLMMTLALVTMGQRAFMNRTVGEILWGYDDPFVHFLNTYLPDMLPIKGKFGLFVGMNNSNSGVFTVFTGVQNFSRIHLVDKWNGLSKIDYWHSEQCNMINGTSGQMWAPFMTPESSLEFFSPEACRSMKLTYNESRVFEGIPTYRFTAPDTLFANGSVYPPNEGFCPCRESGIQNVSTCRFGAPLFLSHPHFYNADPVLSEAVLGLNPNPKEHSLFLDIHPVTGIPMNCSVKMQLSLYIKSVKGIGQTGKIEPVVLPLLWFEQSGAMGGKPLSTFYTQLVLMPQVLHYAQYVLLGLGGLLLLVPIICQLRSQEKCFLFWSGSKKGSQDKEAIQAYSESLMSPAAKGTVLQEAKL
CDK5 inh = CDK5/p35 (human) kinase inhibition; 330,000 compounds, 0.01% hits; inhibition, % at 10 µM; Recombinant CDK5/p35, ADP-Glo luminescence, 60 min; Q00535+Q15078;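 active = highest replicate inhibition of at least 50% and at least 75% of replicates reaching 50%; inconclusive = only one of the two criteria met; inactive = both criteria failed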;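 note: plate controls were DMSO neutral control for no effect and GW8510 at 10 µM for full effect; many of its hits are not listed in these tables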
HTR5A ag ctr = activates human HTR5A in OPRM1-OPRD1 agonist counter-screen; HTR5A agonist assay, luminescence, cell-based; activation, % at 9.3 µM; 340,000 compounds, 0.61% hits; AID 504692; in the data active = activation mostly above about 9.5%, no sharp cut-off; inactive = mostly below about 7.6%;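 note: 0% = cells with vehicle only and 100% = reference agonist; strong numbers were not always called active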
Wnt act = activators of Wnt/beta-catenin signaling. Wnt/beta-catenin reporter cell assay, activator, plate reader. activation, % at 9.35 µM. 300,000 compounds, 1.2% hits; in the data active = activation above about 30%, passing the limit was not always enough; inconclusive = no clear call, values can overlap the other calls;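 note: 0% = neutral control wells and 100% = positive control wells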
PvdQ inh = P. aeruginosa PvdQ acylase inhibition; purified PvdQ acylase, fluorescence plate reader; inhibition, % at 10 µM; 340,000 compounds, 0.063% hits; AID 488965; in the data active = inhibition above about 30%, passing the limit was not always enough; inconclusive = no clear call, values can overlap the other calls;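 note: 0% = vehicle neutral wells and 100% = reference inhibitor wells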
Rtt109 Vps75 = inhibitors of Candida albicans Rtt109/Vps75 histone acetyltransferase | Q5AAJ8 | purified Rtt109/Vps75, ThioGlo CoA-SH fluorescence, 4 h | AID 540336 | 330,000 compounds, 0.16% hits | inhibition, % at 34.9 µM;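 active = inhibition of at least 50% in every replicate; inconclusive = best replicate reaches 50% inhibition but some replicates fall short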
Target sequence (Q5AAJ8 whole entry, looked up): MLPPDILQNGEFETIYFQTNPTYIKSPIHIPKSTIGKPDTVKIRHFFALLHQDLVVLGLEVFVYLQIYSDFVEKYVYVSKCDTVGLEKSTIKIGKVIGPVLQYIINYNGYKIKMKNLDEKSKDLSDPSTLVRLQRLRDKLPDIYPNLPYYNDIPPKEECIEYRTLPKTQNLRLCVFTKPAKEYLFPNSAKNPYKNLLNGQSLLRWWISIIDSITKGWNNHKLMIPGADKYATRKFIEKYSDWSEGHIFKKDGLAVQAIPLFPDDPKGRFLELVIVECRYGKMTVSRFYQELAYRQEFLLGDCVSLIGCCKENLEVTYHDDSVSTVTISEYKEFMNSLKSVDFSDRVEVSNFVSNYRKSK
MITF act = increases MITF-driven TRPM1 promoter luciferase signal. SK-MEL-5 TRPM1-promoter luciferase, 24 h; % of positive control, neutral wells = 0. activation, % at 12.5 µM. 300,000 compounds, 0.75% hits;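 active = mean activation of at least 80% with every replicate also reaching 80%; inconclusive = mean reaches 80% but some replicate falls short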;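 note: 0% = neutral control wells and 100% = parthenolide positive control wells; values of inactives mirror those of a sister screen read the other way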
* = called active by the depositor; ? = inconclusive; / = not tested or not shown. Random draw from the library, and some 4.4% of all compounds hit somewhere here.

SMILES	SR-BI uptake up	cardiac RTF act	dFosB activator	SR-BI HDL uptake	CDK5 inh	HTR5A ag ctr	Wnt act	PvdQ inh	Rtt109 Vps75	MITF act
N/C(=N\c1nc2ccccc2o1)NC(=O)c1ccc(F)cc1	-16	-7	1	16	2.1	-1	0	3	8	53
CCCCN(C(=O)c1cnc(C)cn1)c1c(N)n(CCC)c(=O)[nH]c1=O	11	0	-7	-11	-1.6	-8	11	13	5	2
CCc1cccc(OCC(=O)Nc2cc(Cl)ccc2-n2cncn2)c1	-46	-1	-13	46	0.5	4	0	5	5	-2
Cc1cccc(Cn2cnc3c(nnn3Cc3ccccc3F)c2=O)c1	19	1	-6	-19	0.5	-2	/	-9	7	8
CC1(C)CC(NCCC(c2ccccc2)c2ccco2)CCO1 (configuration not stated)	2	4	-3	-2	0.0	4	7	-1	-10	-3
CCOC(=O)Cc1nnc(NC(=O)CC)s1	-11	-3	-1	11	-0.7	-3	/	-16	-2	-16
COc1ccc(C(=O)NC(=S)NNC(=O)c2ccc(NC(C)=O)cc2)cc1Br	-34	4	1	34	-0.3	7	-2	-16	-1	-6
CC(=O)NCCC(=O)NCC1(N(C)Cc2ccccc2)Cc2ccccc2C1	19	-2	1	-19	0.4	3	-1	-18	2	-9
Cc1cccc(-c2nc(C#N)c(N3CCC(C)CC3)o2)c1	18	-6	2	-18	-0.5	-1	18	-15	-6	-1
CCOC(=O)C1=C(c2ccccc2)O/C(=C(/C(=O)OC)C(F)(F)F)S1	-4	3	-1	4	-3.8	-1	-1	-9	-18	-7
CCN(CCNC(=O)C1CCN(Cc2nc(-c3cccc(Cl)c3)oc2C)CC1)c1ccccc1	-52	-2	-7	52	-1.8	10	/	-15	10	-11
CCC(C(=O)Nc1cccnc1Cl)c1ccccc1 (configuration not stated)	3	4	-6	-3	0.3	-1	0	-15	1	-16
CC(C)(C)c1ccc(NC(=S)NCc2cccnc2)cc1	7	-2	4	-7	2.7	2	-1	9	/	/
O=C(CN1CCN(c2ccccc2F)CC1)NC(=O)NCc1ccco1	-12	0	-8	12	0.8	-3	0	-6	/	-7
O=C(CSc1nc2ccccc2n1CCc1ccccc1)NC1CCS(=O)(=O)C1 (configuration not stated)	-5	-10	-3	5	-0.6	-7	/	-12	-1	0
NC(=O)c1c(NC(=O)c2ccccc2)sc2c1CCC2	-7	-1	-7	7	0.8	2	65*	-6	-14	25
O=S(=O)(NCc1ccccc1)NCc1ccc(Cl)cc1Cl	4	6	-4	-4	0.8	3	-1	-14	4	17
Cn1cnnc1SCC(=O)N1N=C(c2ccc(Cl)cc2)CC1c1ccco1 (configuration not stated)	0	2	-13	0	-0.6	3	-1	-6	1	1
O=C(COC(=O)CCS(=O)(=O)c1ccc(Cl)cc1)NC1CCCCC1	11	-3	-4	-11	-0.6	0	/	-7	-4	5
COc1ccccc1NC(=O)Nc1nc(CC(=O)N2CCN(c3ccc(F)cc3)CC2)cs1	-76	-6	-3	76*	0.2	3	-3	-10	4	3

Quoted from the listing.
cardiac RTF act, Cn1cnnc1SCC(=O)N1N=C(c2ccc(Cl)cc2)CC1c1ccco1 (configuration not stated) reads 2
MITF act, N/C(=N\c1nc2ccccc2o1)NC(=O)c1ccc(F)cc1 reads 53
dFosB activator, CC(C)(C)c1ccc(NC(=S)NCc2cccnc2)cc1 reads 4
Wnt act, CCCCN(C(=O)c1cnc(C)cn1)c1c(N)n(CCC)c(=O)[nH]c1=O reads 11

Records listed so far that bear a hit mark in Wnt act:
SMILES,SR-BI uptake up,dFosB activator,SR-BI HDL uptake,CDK5 inh,Wnt act,PvdQ inh,Rtt109 Vps75,MITF act
NC(=O)c1c(NC(=O)c2ccccc2)sc2c1CCC2,-7,-7,7,0.8,65*,-6,-14,25

More compounds
SMILES	SR-BI uptake up	cardiac RTF act	dFosB activator	SR-BI HDL uptake	CDK5 inh	HTR5A ag ctr	Wnt act	PvdQ inh	Rtt109 Vps75	MITF act
N#CCC(=O)N/N=C/c1cn(Cc2cccc3ccccc23)c2ccccc12	15	-3	14	-15	0.1	-2	-14	-8	-7	/
O=C(NCC1CCCO1)C1CC(c2ccccc2Cl)=NO1 (configuration not stated)	32	5	-5	-32	1.9	6	/	5	-4	12
Cc1cc(O)cc(=O)n1C	/	1	-8	/	-1.9	-3	3	-11	10	3
C=CCn1c2ccccc2c(=O)c2cc(C#Cc3cc(OC)cc(OC)c3)ccc21	-87	4	-3	87*	-1.5	-3	2	-36	-10	16
O=C(Cc1ccccc1)NCc1cccnc1	0	5	-1	0	-2.7	2	-1	-18	8	-5
COc1ccc(CNCCCNCc2ccc(OC)c(OC)c2)cc1OC	5	1	-3	-5	1.1	0	-1	-13	0	8
COc1ccc(CCNC(=O)CN2C(=O)NC(CCSC)C2=O)cc1 (configuration not stated)	-5	2	0	5	0.8	0	8	-7	3	-1
CCOC(=O)c1c(-c2ccccc2)cn2ccccc12	-7	-4	2	7	-1.0	-3	/	-12	3	10
Cc1cc(=O)n2nc(N3CCC(C(=O)NCc4ccccc4)CC3)sc2n1	-8	-5	-7	8	0.1	-4	-2	6	-3	7
O=C(Nc1ccncc1)c1ccc(Cl)c(S(=O)(=O)N2CCc3ccccc32)c1	-23	-7	?	23	0.1	-2	-2	6	17	-37
CCc1cc(=O)oc2c(C)c(OC(C)C(=O)NCCCN3CCOCC3)ccc12 (configuration not stated)	-5	2	7	5	/	0	-3	-10	3	-4
COc1ccc(CNc2oc(C)nc2C#N)cc1	26	-2	7	-26	1.3	2	/	-16	6	7
COc1ccc(C(=O)Nc2nnc(S(=O)(=O)N3CCC(C)CC3)s2)cc1OC	13	-5	9	-13	/	3	0	-5	4	14
Cc1c(C(=O)NCCCN2CCOCC2)sc2ncnc(N3CCN(c4ccccc4)CC3)c12	-40	-5	-7	40	-1.0	-1	/	13	10	-2
COc1ccc(CNC(=O)COC(=O)CCC(=O)c2cccs2)cc1	10	0	-3	-10	0.2	6	39*	-5	5	-2
CC(Oc1cccc(Cl)c1)C(=O)Nc1ccc(S(=O)(=O)NC2=NCCCCC2)cc1 (configuration not stated)	12	-4	-19	-12	0.8	1	0	5	?	-8
CCOc1cc2c(cc1O)C(=NOC)CC1C2CCC2(C)C(O)CCC12 (configuration not stated)	2	5	-17	-2	2.3	6	-18	-12	-14	-32
COc1ccc(N(CC(=O)N2CCN(Cc3ccc4c(c3)OCO4)CC2)S(C)(=O)=O)cc1OC	-2	-4	0	2	0.2	-5	/	-10	-2	0
CCOC(=O)Cc1c(C)nc2c(-c3cccc(Br)c3)cnn2c1C	-14	4	-5	14	-2.8	4	-2	-12	-38	-2
CCCc1nc2c(o1)CC(CC(C)SCC)CC2=O (configuration not stated)	20	1	-2	-20	-0.5	4	-2	-15	-6	-3
COc1ccc2nnc(-c3ccccc3)n2n1	7	3	-11	-7	-0.1	-1	/	-11	3	/
O=C(NCC1CCCO1)C(c1cccnc1)N(C(=O)Cc1cccs1)c1ccccc1 (configuration not stated)	25	0	-4	-25	0.8	-3	18	-9	-7	49
CCOc1ccc(NC(=O)C2=C(C)NC(=S)NC2c2ccc(O)c(OC)c2)cc1 (configuration not stated)	-24	-6	5	24	1.1	5	-4	-5	11	-15
COc1cc(/C=C2\SC(=S)N(CC(=O)Nc3cccnc3)C2=O)cc(OC)c1OC	-38	6	12	38	0.8	-3	-4	-9	2	-3
Cc1cc(S(=O)(=O)Nc2c(C(=O)O)[nH]c3ccccc23)ccc1F	59	6	2	-59	-0.9	9	-1	-8	1	/
COc1ccc(CC(=O)OCN2C(=O)c3ccccc3C2=O)cc1OC	6	-4	0	-6	-1.3	0	10	4	-2	3
COc1ccc(S(=O)(=O)N2CCN(C(=O)CN3C(=O)NC4(CCCC4)C3=O)CC2)cc1	11	-1	-1	-11	1.5	8	1	-1	0	0
COc1cccc(N2CC(C(=O)Nc3nnc(SCc4ccccn4)s3)CC2=O)c1 (configuration not stated)	1	1	-6	-1	-0.1	1	0	1	-6	-6
Cc1oc2cc3oc(=O)c(CC(=O)N[C@@H](C)C(=O)NC(Cc4ccc(Cl)cc4)C(=O)O)c(C)c3cc2c1C (some centres not stated)	-2	2	-7	2	-1.7	3	-1	0	-7	/
CCC(C)NC(=O)c1[nH]c(C)c(C(=O)OC)c1C (configuration not stated)	17	-1	-3	-17	-2.4	-2	1	-11	2	-2
Cc1c(Cl)cccc1NC(=O)CNc1cccc(C(F)(F)F)c1	4	7	-6	-4	-2.0	3	-2	-22	4	1
Cc1sccc1/C=N/NC(=O)c1cccc2ccccc12	-39	-10	5	39	/	1	/	-2	1	23
COc1ccc2cc(C3=CCCC3(C)C(=O)O)ccc2c1 (configuration not stated)	6	-6	-6	-6	-2.8	3	-5	-12	3	9
Cc1cc(C)n(C(=O)CNC(=O)c2ccccc2F)n1	10	-1	-1	-10	2.1	-1	0	-3	-4	/
COc1ccc(-c2csc(Nc3ccccn3)n2)cc1	-30	-2	-6	30	0.5	4	3	-14	-3	17
O=C(CSc1nnc(-c2cnccn2)n1Cc1ccco1)Nc1ccc(Br)cc1	-14	-6	-5	14	2.9	0	0	-10	3	-11
CC(C)Oc1ccc(S(=O)(=O)N2CCOCC2)cc1NC(=O)c1cc([N+](=O)[O-])ccc1N1CCOCC1	30	0	-7	-30	0.1	-1	-1	2	0	4
CCN(CC)C(=O)Cn1cc(S(=O)(=O)CC(=O)NCCc2ccccc2)c2ccccc21	-4	2	-3	4	-1.2	0	-2	-13	8	-2
O=C1NC(=O)C2(COC(c3cccc([N+](=O)[O-])c3)OC2)S1 (configuration not stated)	3	4	4	-3	1.8	-2	0	-16	-1	7
Cc1ccc(-n2c(SCC(N)=O)nnc2-c2cccnc2)c(C)c1	6	4	-1	-6	-2.4	0	-5	-1	4	/
C=CCSc1nc(N)c(NC(=O)c2ccco2)c(=O)[nH]1	14	6	-2	-14	-0.7	-5	-3	2	16	/
O=C(c1cccc(S(=O)(=O)NCc2ccccc2)c1)N1CCN(c2cccc(C(F)(F)F)c2)CC1	-17	0	-6	17	2.1	0	-7	5	-4	-13
COc1ccc(-c2cc3onc(-c4c(Cl)cccc4Cl)c3c(=O)n2C)cc1	-5	9	0	5	0.0	0	6	6	2	20
COC(=O)C(CC(=O)Nc1cc(C)ccc1C)Nc1ccccc1OC (configuration not stated)	-18	7	3	18	0.8	0	-1	-16	-5	7
C=C(C)CNC(=S)N/N=C(\C)c1ccc(-n2ccnc2)cc1	10	2	-3	-10	1.1	-3	/	-14	-3	-11
O=C(COC(=O)/C=C/c1ccccc1[N+](=O)[O-])NCC1CCCO1 (configuration not stated)	5	2	4	-5	-0.2	-1	2	-15	5	-6
COc1cc(OC)cc(C(=O)O/N=C(\N)c2ccncc2)c1	2	-1	-11	-2	0.8	1	5	-2	-12	11
